Screening data: PubChem, National Center for Advancing Translational Sciences (NCATS)
D2 agonist: D2 dopamine receptor (human) agonism; P14416; HEK293 T-REx D2 cells, calcium flux agonist mode; activation, % at 2 µM; 0.53% of 340,000 active;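 active = activation over 3 SD above normal in the single-dose calcium agonist read, cut at about 30% in these data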; note: 0% is about no effect
Target sequence (P14416 whole entry, looked up): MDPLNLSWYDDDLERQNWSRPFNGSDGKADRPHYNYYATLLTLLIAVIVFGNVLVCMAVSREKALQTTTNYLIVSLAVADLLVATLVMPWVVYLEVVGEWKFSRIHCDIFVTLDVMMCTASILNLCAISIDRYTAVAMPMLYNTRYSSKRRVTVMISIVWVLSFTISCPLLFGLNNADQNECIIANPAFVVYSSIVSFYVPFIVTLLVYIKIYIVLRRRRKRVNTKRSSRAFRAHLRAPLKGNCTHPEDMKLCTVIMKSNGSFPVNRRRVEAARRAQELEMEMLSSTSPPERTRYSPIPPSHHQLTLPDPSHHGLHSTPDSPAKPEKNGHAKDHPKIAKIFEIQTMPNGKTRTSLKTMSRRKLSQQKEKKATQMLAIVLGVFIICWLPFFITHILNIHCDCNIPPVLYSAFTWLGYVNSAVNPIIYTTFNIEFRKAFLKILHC
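HEK293 Trex D2 cells, tetracycline-induced, o/n 30 C 5% CO2; no-wash Ca dye, RT 30–90 min; 10-cycle baseline, 23 nl cpd added, kinetic Ca read 180 s; agonist hits = positive Ca response.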
PI4K2A block: PI4K2A (human) kinase inhibition; activity change, negative = inhibition, % at 76.9 µM; purified PI4K2A, ADP-Glo luminescence, 1 h; stronger effect = lower value; AID 1346378; 0.13% of 420,000 active; in the data active = activity change below about -50%; inconclusive = mostly about -30% to -49%;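 note: -100% = wells without enzyme as full effect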
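Compounds are screened against recombinant PI4K2A using PI as substrate and ATP, the latter dispensed at 300 microM. Reactions run one hour at ambient temperature before ADP-Glo detection; full inhibition defined by wells lacking enzyme.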
TRHR ag: activates the human TRH receptor; P34981; TRHR cells, calcium flux fluo-8, FDSS agonist mode; activation, % at 2 µM; 0.18% of 360,000 active; AID 493084; in the data active = activation above about 30%; note: 0% is about no effect
Target sequence (P34981 whole entry, looked up): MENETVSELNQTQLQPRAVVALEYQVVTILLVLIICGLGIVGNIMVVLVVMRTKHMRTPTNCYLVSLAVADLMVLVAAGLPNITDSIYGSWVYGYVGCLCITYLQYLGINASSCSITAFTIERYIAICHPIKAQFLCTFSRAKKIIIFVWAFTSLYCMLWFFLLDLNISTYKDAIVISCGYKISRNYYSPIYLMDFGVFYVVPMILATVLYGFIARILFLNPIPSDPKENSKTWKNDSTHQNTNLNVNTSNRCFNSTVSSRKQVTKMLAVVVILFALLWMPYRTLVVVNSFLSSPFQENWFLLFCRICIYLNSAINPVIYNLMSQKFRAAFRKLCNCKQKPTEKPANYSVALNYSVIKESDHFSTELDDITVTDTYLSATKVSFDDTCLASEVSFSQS
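TRHR-expressing cells loaded with fluo-8 calcium dye; 23 nL library compound pin-transferred, kinetic FDSS fluorescence (Ex 480/Em 530) recorded about 180 s for agonist-induced calcium release, before a 10 nM TRH EC20 addition for potentiator mode.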
TRHR enhancer: TRH receptor (human) allosteric enhancement. TRHR cells, fluo-8 calcium fluorescence, EC20 TRH enhancement. AID 493056. enhancement, % at 2 µM. 0.66% of 360,000 active. P34981; in the data active = enhancement above about 30%; note: 0% is about no effect
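TRHR-expressing cells loaded with fluo-8 calcium dye were read kinetically (ex 480/em 530) during compound addition, then stimulated with an EC20 of TRH (10 nM final). Enhancement of the Gq-mediated intracellular calcium response was scored.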
D2 antagonist: antagonists of human D2 dopamine receptor; P14416; HEK293 TREx D2 cells, calcium flux, dopamine EC80; inhibition, % at 10 µM; 2% of 340,000 active; AID 485344; in the data active = inhibition above about 30%; note: 0% is about no effect
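In this primary screen, negative modulation is detected by tracking calcium flux after an EC80 dopamine challenge in inducible HEK293 T-REx D2 cells preexposed to test compound for 180 s.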
TrxR1 inh: rat TrxR1 inhibition; recombinant rTrxR1, NADPH fluorescence consumption, selenite substrate; O89049; Potency, µM (highest dose often 114 µM), for inactives: at the highest dose activity change, negative = inhibition, hits mostly inhibitors; 1% of 390,000 active; AID 588453; note: potency is the fitted concentration of half-maximal effect; % is set by controls: 0 for no effect and ±100 for the full control effect; nearly all actives have a fitted effect of over 65% in size
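Rat TrxR1 (90 nM in the dispensed reagent) was pre-reduced with 400 uM NADPH for 5 min at room temperature, then incubated with compound for 15 min. After 400 uM selenite was added, NADPH fluorescence (Ex 340/Em 450 nm) was followed for 8 min.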
TrxR1 substrate: substrates of rat thioredoxin reductase 1 | O89049 | purified TrxR1 substrate turnover, NADPH consumption readout | Potency, µM (highest dose often 114 µM), inactives show at the highest dose activity change, negative = substrate turnover | 0.01% of 390,000 active | AID 588456; note: potency is the fitted concentration of half-maximal effect; % is set by controls: 0 for no effect and ±100 for the full control effect; nearly all actives have a fitted effect of over 50% in size
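Rat TrxR1, dispensed at 90 nM, was prereduced with 400 uM NADPH (final) for 5 min at ~22 deg C, then incubated with compound 15 min before 400 uM selenite. A first-read NADPH fluorescence drop versus no-compound background flagged substrates.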
USP1-UAF1 inh: blocks the human USP1/UAF1 deubiquitinase complex | O94782 | recombinant USP1/UAF1, Ub-Rhodamine cleavage fluorescence | Potency, µM (titrated, usually from 57.1 µM), for the others: top-dose activity change, negative = inhibition, actives largely listed as inhibitors | AID 743255 | 0.23% of 390,000 active; note: potency is the fitted concentration of half-maximal effect; % is set by controls: 0 for no effect and ±100 for the full control effect; nearly all actives have a fitted effect of over 60% in size; inactives centre near -12
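USP1/UAF1 complex at 1 nM was preincubated with compound for 15 min at room temperature, then Ub-Rho substrate (150nM final) was added. Fluorescence (480/540 nm) was read kinetically, 6 reads every 60 seconds.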
IDH1 R132H inh: human IDH1 R132H inhibition; O75874; Potency, µM (top dose mostly 76.6 µM), for inactives: at the highest dose activity change, negative = inhibition, hits mostly inhibitors; IDH1-R132H enzyme, NADPH consumption, diaphorase/resazurin fluorescence; 0.093% of 390,000 active; note: potency is the fitted concentration of half-maximal effect; % is set by controls: 0 for no effect and ±100 for the full control effect; nearly all actives have a fitted effect of over 65% in size
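IDH1-R132H (0.5 ug/mL) preincubated 30 min with compound, then NADPH (0.016 mM) and alpha-KG (2 mM) added; 80 min at RT, pH 7.5. Remaining NADPH coupled via diaphorase/resazurin to fluorescence (540/590 nm); concentration-response curves normalized to no-enzyme control.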
* marks the source's active call; other numbers are inactive results; ? = inconclusive; · = no result given; [ ] = dose if it differs, or a comment. Unless noted, calls come from the whole dose curve; as a rule, active = well fitted inhibition curve with a large enough effect; inconclusive = small, poorly fitted or top-dose-only effect; inactive = no such curve, though single readings can be large or run the other way.

SMILES	D2 agonist	PI4K2A block	TRHR ag	TRHR enhancer	D2 antagonist	TrxR1 inh	TrxR1 substrate	USP1-UAF1 inh	IDH1 R132H inh
O=C(NNC(=O)c1cc(-c2ccccc2)n(-c2ccccc2)n1)c1cccc([N+](=O)[O-])c1	0.6	-3.9	-0.7	-0.8	-0.1	-14.1%	-8.4%	-4.4%	2.2%
COc1ccc(/C=C2\SC(=S)N(NC(=O)c3ccncc3)C2=O)cc1OC	0.6	·	0.1	-5.4	-5.1	·	·	·	·
Cn1c(-c2ccc(Cl)cc2)cnc1N	-0.7	7.7	-0.5	-2.8	-0.1	-1.8%	-3.6%	-6.9%	0.1%
Cc1cc(-c2ccc(S(=O)(=O)N3CCN(c4ccc(Cl)cc4)CC3)s2)on1	0.5	-2.0	0.2	16.6	·	-7.2%[57.1 µM]	-7.3%[57.1 µM]	1.6%	-8.0%
CN(C)c1ccc(C2C=C(c3ccccc3)Nc3nnnn32)cc1 (stereo unspecified)	9.8	0.2	3.2	2.6	·	1.8%	0.9%	1.4%	-3.4%
COc1ccc(NC(=S)NCCc2c[nH]c3ccccc23)c(OC)c1	0.5	-2.1	0.6	1.7	8.4	11.4%	3.2%	-21.4%	4.0%
CSCC[C@H](NC(=O)CCCn1nnc2ccccc2c1=O)C(=O)O	-0.2	-0.8	0.2	5.3	-9.9	6.3%	-1.2%	-8.3%	-0.8%
CCOC(=O)C(=CNc1cc(C)nn1-c1ccc(Cl)cc1)C(=O)OCC	1.4	4.3	-0.2	1.4	18.8	15.9%	71.6%[activator]	-3.3%	4.6%
Cc1ccc(NC(=O)COC(=O)C2CC3C=CC2C3)cc1S(=O)(=O)N1CCCCC1 (stereo unspecified)	·	-3.3	-0.6	-4.8	·	-39.2%	-23.0%[57.1 µM]	-24.9%	1.7%
Cc1nn(C)c(C(=O)N2CCOCC2)c1Cl	·	-1.4	0.0	5.3	·	12.0%	-0.4%	-2.4%	-1.8%
COC(=O)c1nnn(CC(=O)Nc2cc(Cl)ccc2C)c1C(=O)OC	-0.9	2.9	0.5	8.1	-8.8	7.1%	1.7%	-14.7%	10.2%
Nc1nc(C(=O)N2CCOCC2)nn1S(=O)(=O)c1ccccc1	0.5	-0.3	-0.3	-0.9	-5.1	10.1%	0.1%	-8.6%	2.7%
COc1ccc2oc(=N)c(C(=O)Nc3ccccc3)cc2c1	0.8	-1.1	0.2	8.5	14.8	?	7.2%[57.1 µM]	-28.0%	4.0%
COc1cccc(NC(=O)CN(C)C(=O)C2CC(=O)N(CCc3ccc(OC)c(OC)c3)C2)c1 (stereo unspecified)	·	2.9	·	·	·	9.8%	0.2%	0.8%	-6.0%
Cc1cccc(N2CN(Cc3cccnc3)CNC2=S)c1	-0.3	-7.9	0.3	-3.0	-8.0	-4.5%[57.1 µM]	-4.5%	5.3%	-2.7%
CC1(C)CC(=O)C=C(N2CCOCC2)C1	0.5	-1.4	0.9	-2.4	1.0	11.4%[57.1 µM]	9.7%[57.1 µM]	-5.2%	0.5%
CCN1C(=O)CC(Sc2ccccc2N)C1=O (stereo unspecified)	0.2	-11.7	-0.3	8.2	10.8	-1.5%[57.1 µM]	7.6%[57.1 µM]	4.7%	-1.0%
CC(C)c1ccc(C(=O)CSc2n[nH]c(-c3ccncc3)n2)cc1	1.0	3.6	0.2	1.4	-12.7	-1.5%[57.1 µM]	1.9%[57.1 µM]	-8.7%	-0.4%
COc1ccc(CNC(=O)c2cc(-c3ccc(OC)c(OC)c3)on2)cc1	0.0	-2.0	0.0	-7.1	5.1	9.2%[57.1 µM]	-4.5%	-8.7%	1.0%
O=C(CC1C(=O)NCCN1C/C=C/c1ccccc1)NCCCC1CCCC1 (stereo unspecified)	0.1	-0.6	-0.8	-1.2	3.3	8.9%	-2.7%	-13.7%	10.8%
CC(=O)Nc1ccc(N2CCCCC2)c(C(=O)Nc2cccc(C)c2)c1	0.3	-2.8	-0.5	5.6	-6.2	-9.7%[57.1 µM]	-4.2%[57.1 µM]	-18.0%	3.8%
CCN1C[C@@H]2[C@@H]3C(=O)N(Cc4ccccc4)C(=O)[C@@H]3[C@](CC)(C1=O)N2C(=O)c1ccccc1	·	-0.3	·	·	·	19.7%[57.1 µM]	9.4%[57.1 µM]	-13.7%	5.3%
C=CCOc1ccc(C=Nc2ccc(Cl)cc2)c(O)c1	-1.9	-4.1	0.2	8.0	-12.9	-4.1%	-5.5%	-22.6%	5.1%
COc1ccc(OCC(O)CNC(=O)c2ccc(OC)cc2)cc1 (stereo unspecified)	-0.7	0.5	-0.6	0.4	15.0	6.3%	-0.9%	-20.7%	-6.3%
O=C(COC(=O)C12CC3CC(CC(Br)(C3)C1)C2)Nc1ccc2[nH]c(=O)[nH]c2c1	-0.1	-0.5	0.6	-2.4	10.1	28.2%	6.4%	-23.0%	0.0%
O=C(CC1C(=O)NCCN1Cc1cccc(F)c1)NCCCN1CCCC1=O (stereo unspecified)	-0.5	2.2	1.0	1.3	-14.7	?	-3.7%	-17.4%	0.8%
Cc1nn(CC(=O)NC(C)c2ccccc2)c(=O)c2ccccc12 (stereo unspecified)	-0.5	4.7	-0.4	6.7	12.7	17.7%	7.1%	-16.3%	0.1%
N#CCC(=O)N/N=C/c1ccc(OS(=O)(=O)c2ccccc2)cc1	0.2	-3.5	0.6	18.8	18.2	8.3%[57.1 µM]	-7.1%	-14.4%	2.0%
COc1cccc(CNC(=O)CSc2nnc3c(n2)[nH]c2ccc(C)cc23)c1	-3.1	-4.1	-0.5	1.5	6.2	10.4%[57.1 µM]	1.7%[57.1 µM]	-13.8%	7.6%
O=C(COC(=O)C1CCC(=O)N1)Nc1ccc(Br)cc1 (stereo unspecified)	0.0	-7.1	-0.1	1.9	-9.6	20.1%[57.1 µM]	8.1%[57.1 µM]	0.1%	10.9%
COc1cc(C(=O)NCCC(=O)NCCc2ccc(Cl)cc2)cc(OC)c1OC	-2.5	1.7	-0.1	-1.8	-8.2	11.7%	1.7%	-14.3%	0.5%
COc1ccc(C(=O)Cc2nnc(C)s2)cc1	2.0	-0.8	0.4	-0.5	0.8	2.1%	2.5%	-21.4%	0.5%
O=C(N/N=C/C1CC=CCC1)c1ccc(Cl)cc1O (stereo unspecified)	0.8	1.1	1.8	-3.0	10.8	?	20.3%	-6.2%	0.7%
COc1ccc(NC(=O)CN(C)CC(=O)Nc2sc3c(c2C#N)CCC3)cc1	-0.4	-4.3	0.0	17.0	32.2*	-2.3%	-8.9%	-13.1%	-5.8%
O=C(OCCN1C(=O)c2cccc3c(N4CCOCC4)ccc(c23)C1=O)c1ccc(Cl)cc1	70.5*	-1.9	28.5	-2.3	3.9	9.2%	-4.9%	476.8%[activator]	2.1%
COc1ccc(S(=O)(=O)NCCc2csc3nc(-c4ccccc4)nn23)cc1OC	0.6	-0.2	0.3	-1.2	·	13.3%[57.1 µM]	3.4%[57.1 µM]	-24.5%	-6.6%
CN(C)N(C(=O)c1cc(-c2cccs2)nn1-c1ccccc1)C1CCS(=O)(=O)C1 (stereo unspecified)	0.1	2.5	-0.7	14.5	-2.3	13.9%	1.1%	-6.2%	-10.9%
COc1ccccc1C(=O)Nc1cccc(NC(=O)c2ccccc2OC)n1	-0.1	-0.1	0.5	11.4	-3.8	12.7%[57.1 µM]	5.2%[57.1 µM]	-12.6%	5.1%
